GLD-1 RNA inh – GLD-1/TGE RNA complex disruptors, primary screen, biochemical, fluorescence polarization; Female germline-specific tumor suppressor gld-1 (Caenorhabditis elegans), Q17339; purified GLD-1 + fluorescein TGE RNA; inhibition, % at 5.96 µM; 0.44% of 320,000 active; AID 2280, 2010;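 active = percent inhibition above a per-plate cutoff, the plate mean of test compounds plus 3 SD, cut at about 30% in these data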;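 note: 0% = DMSO wells with GLD-1 and probe and 100% = wells lacking GLD-1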
Target sequence (Q17339 whole entry, looked up): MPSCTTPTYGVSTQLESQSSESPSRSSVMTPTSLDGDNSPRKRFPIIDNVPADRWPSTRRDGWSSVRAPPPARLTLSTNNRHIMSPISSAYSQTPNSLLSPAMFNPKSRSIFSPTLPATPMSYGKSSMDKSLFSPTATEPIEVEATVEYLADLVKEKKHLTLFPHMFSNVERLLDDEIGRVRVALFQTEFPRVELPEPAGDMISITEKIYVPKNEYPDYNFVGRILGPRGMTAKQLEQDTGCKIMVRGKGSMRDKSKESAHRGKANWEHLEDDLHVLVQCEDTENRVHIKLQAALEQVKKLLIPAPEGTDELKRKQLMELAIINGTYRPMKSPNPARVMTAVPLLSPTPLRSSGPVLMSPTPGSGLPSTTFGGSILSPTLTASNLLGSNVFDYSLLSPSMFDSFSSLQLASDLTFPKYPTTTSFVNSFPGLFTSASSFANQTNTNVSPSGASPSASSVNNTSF
GRK2 aptamer HTS – compounds blocking aptamer binding on GRK2 – biochemical, human GRK2, bead flow cytometry, HTS, primary screen; Beta-adrenergic receptor kinase 1 (Homo sapiens), P25098; FAM-aptamer displacement from GRK2; inhibition of aptamer binding, % at 10 µM; 0.59% of 330,000 active; AID 488847, 2010;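 active = inhibition of aptamer binding above 40%, roughly 3 SD of noise, on plates passing a quality check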;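 note: median bead fluorescence of bound FAM aptamer so fluorescent compounds give negative values; no value below 0 was filed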
MCL1-BIM inh – inhibitors of MCL1 binding to BIM-BH3, primary screen, biochemical, fluorescence polarization | Induced myeloid leukemia cell differentiation protein Mcl-1 (Homo sapiens), Q07820 | GST-MCL1 / FITC-Bim-BH3 fluorescence polarization | inhibition, % at 10.9 µM | 0.68% of 320,000 active;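 active = inhibition above the mean inhibition of all tested compounds plus 3 SD, set per campaign, cut at about 40% in these data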;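 note: 0% = DMSO wells and 100% = unlabeled Bim-BH3 peptide control; higher means more loss of mP so more displacement of Bim peptide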
Target sequence (Q07820 whole entry, looked up): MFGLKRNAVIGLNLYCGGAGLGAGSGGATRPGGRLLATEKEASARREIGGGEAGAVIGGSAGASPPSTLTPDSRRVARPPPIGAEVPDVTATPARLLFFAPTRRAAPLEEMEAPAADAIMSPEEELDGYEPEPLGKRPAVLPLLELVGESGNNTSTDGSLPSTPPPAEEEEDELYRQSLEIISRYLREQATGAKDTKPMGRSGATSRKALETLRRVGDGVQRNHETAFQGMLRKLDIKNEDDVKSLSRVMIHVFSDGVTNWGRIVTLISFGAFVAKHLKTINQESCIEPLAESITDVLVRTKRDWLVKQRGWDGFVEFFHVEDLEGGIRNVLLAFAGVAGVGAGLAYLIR
AGP1-GFP MLPCN – modulators of AGP1-GFP expression in yeast TOR pathway, primary screen, cell-based, multiplex flow cytometry, S. cerevisiae, MLPCN library; 0.02% of 320,000 active; GFP response vs DMSO, % at 10 µM; 3 h; GFP as percent of DMSO wells;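 active = GFP response relative to DMSO above a set limit, near screen average plus 3 SD, cut at about 150% in these data; inconclusive = fewer than 70 cells counted for the yeast strain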;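 note: median GFP channel fluorescence of the gated AGP1 strain per well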
BCLXL inh – inhibitors of human Bcl-xL, primary screen, biochemical, fluorescence polarization, HTS | Bcl-2-like protein 1 (Homo sapiens), Q07817 | 0.7% of 320,000 active | inhibition, % at 10.9 µM | GST-Bcl-xL / FITC-Bim BH3 peptide fluorescence polarization;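 active = inhibition above the mean of all tested compounds plus 3 SD, cutoff set per campaign, cut at about 30% in these data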;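 note: 0% = DMSO wells and 100% = unlabeled Bim-BH3 peptide competitor; inhibitors lower millipolarization by displacing the labeled peptide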
Target sequence (Q07817 whole entry, looked up): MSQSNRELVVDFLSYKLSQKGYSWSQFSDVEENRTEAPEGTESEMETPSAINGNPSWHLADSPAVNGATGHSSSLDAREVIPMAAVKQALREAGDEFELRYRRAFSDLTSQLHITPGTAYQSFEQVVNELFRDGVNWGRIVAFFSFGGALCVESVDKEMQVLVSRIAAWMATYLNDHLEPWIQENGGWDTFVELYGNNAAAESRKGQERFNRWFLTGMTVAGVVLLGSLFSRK
VLA-4 inh – inhibition in human VLA-4 binding assay, primary screen, VLA-4 allosteric modulator project, MLPCN library, flow cytometry, VLA-4 expressing cells; Integrin alpha-4 (Homo sapiens), P13612; ligand binding flow cytometry; inhibition, % (about 7 µM as worked out from the volumes in the protocol); 0.2% of 330,000 active; in the data active = inhibition above about 50%
Yeast superoxide – reduction of superoxide in aged yeast, primary screen, HTS. S. cerevisiae aged cells, superoxide DHE fluorescence; active compounds read low. superoxide response (% of plate mean), % at 10 µM. 0.18% of 330,000 active;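 active = superoxide response under a set limit, about three screen SD below normal, cut at about 65% in these data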;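 note: yeast aged for seven days with compound at 30 °C before DHE staining; 100% = average MFI of all compound-treated wells on the plate with controls excluded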
MEX-5 binding – MEX-5 zinc finger RNA-binding disruptors – biochemical, C. elegans, fluorescence polarization, MLPCN library, primary screen. Zinc finger protein mex-5 (Caenorhabditis elegans), Q9XUB2. MEX-5/FITC-TCR2 RNA binding; active compounds read low. activity score (negative = inhibition of binding), % at 10 µM. 0.38% of 300,000 active. AID 1832, 2009;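 active = inhibition past about -25% in most replicates, and total fluorescence under double the plate's negative control median, limit read from the data; inconclusive = replicates evenly split on the limit, or fluorescence at least double controls; inactive = too little inhibition in most replicates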;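 note: 0% = DMSO and -100% = 5 µM competing unlabeled TCR2 RNA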
CIT2 TOR yeast – modulators of CIT2-GFP expression in yeast, primary screen, S. cerevisiae, GFP fusion, multiplex flow cytometry, MLPCN library; S. cerevisiae CIT2-GFP strain, 3 h; 100 means same as DMSO wells; GFP response vs DMSO, % at 10 µM; 0.065% of 320,000 active; AID 2029, 2009;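 active = GFP response relative to DMSO above a set limit, near the screen mean plus 3 SD, cut at about 150% in these data; inconclusive = Fewer than 70 cells measured for a yeast strain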;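 note: ratio of well median GFP fluorescence to mean of DMSO wells on the plate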
Numbers without * were called inactive; u = inconclusive; x = not tested or not shown.

SMILES	GLD-1 RNA inh	GRK2 aptamer HTS	MCL1-BIM inh	AGP1-GFP MLPCN	BCLXL inh	VLA-4 inh	Yeast superoxide	MEX-5 binding	CIT2 TOR yeast
COc1ccc(NC(=O)CSc2nc(NS(=O)(=O)c3ccc(C)cc3)cc(=O)[nH]2)cc1	-4	6	39	97	3	-1	81	0.3	104
COCCCN(C(=O)CSCc1c(C)noc1C)c1c(N)n(Cc2ccccc2)c(=O)[nH]c1=O	9	0	1	107	-3	6	105	2.0	96
O=C(Cc1ccccc1)N1CCN(C(=O)c2ccco2)CC1	-2	0	-2	x	5	3	92	-1.2	102
Cc1cnc(C(=O)Nc2cccc(S(=O)(=O)N(C)C)c2)cn1	8	1	7	102	5	11	111	x	97
CC(C)OCC(O)CS(=O)Cc1ccccc1 (stereo not given)	1	2	1	109	6	-4	98	0.8	107
COC(=O)CSc1nnc(-c2ccco2)o1	3	3	2	96	0	4	99	0.4	97
O=S(=O)(c1cnc[nH]1)N1CCN(c2ccc(Cl)cc2)CC1	8	0	-1	98	1	0	92	-0.1	94
CCC(C)(C)C1CCC2(CC1)NC(=O)N(CC(=O)Nc1nc(-c3ccc(C)cc3)cs1)C2=O (stereo not given)	6	0	3	101	-2	12	94	-2.3	100
Cn1c(-c2ccc(F)cc2)cc2onc(-c3c(F)cccc3Cl)c2c1=O	0	52*	x	96	x	16	97	x	92
COc1ccc(CC(=O)N2CCN(S(=O)(=O)c3cccs3)CC2)cc1OC	4	1	5	103	2	-1	103	1.2	109
C=CCn1c(-c2ccc(Cl)cc2)cnc1SC(C)C(=O)NC(N)=O (stereo not given)	6	2	1	105	-5	3	88	1.5	107
O=C(CSc1nnc2ccc(-c3ccc(F)cc3)nn12)NCC1CCCO1 (stereo not given)	-3	0	3	100	4	23	103	-2.0	91
OCCSc1nc(-c2ccccc2)nc2ccc(F)cc12	-2	0	4	78	4	-4	106	0.5	99
O=C(CNC(=O)c1cccs1)OCC(=O)c1ccc2ccccc2c1	-2	0	6	88	6	5	91	-1.3	88
COc1ccc(C2CC(c3ccc(Br)cc3)=NN2C(=S)Nc2ccccc2)cc1 (stereo not given)	-4	1	5	88	11	-5	82	4.1	91
Cc1cc(C)n2cc(CSc3nc4ccccc4[nH]3)nc2n1	4	1	4	97	8	3	117	8.8	100
Cc1onc(-c2ccccc2Cl)c1C(=O)NCCN1Cc2ccccc2C1=O	7	4	9	103	8	6	112	2.5	102
Cc1ccc(C(=O)NCCCC(=O)O)o1	-5	0	3	101	6	0	90	-3.3	95
CC(=O)Nc1ccc(OS(=O)(=O)c2ccc(C(C)(C)C)cc2)cc1	0	0	5	100	3	14	101	0.2	102
COc1cc(NC(=O)c2ccc3c(c2)OCO3)ccc1NC(=O)c1ccco1	6	1	5	108	9	6	96	-1.5	97

Entries listed above that bear a hit mark in GRK2 aptamer HTS.
Compound,GLD-1 RNA inh,GRK2 aptamer HTS,MCL1-BIM inh,AGP1-GFP MLPCN,BCLXL inh,VLA-4 inh,MEX-5 binding,CIT2 TOR yeast
Cn1c(-c2ccc(F)cc2)cc2onc(-c3c(F)cccc3Cl)c2c1=O,0,52*,x,96,x,16,x,92

Next section.
SMILES	GLD-1 RNA inh	GRK2 aptamer HTS	MCL1-BIM inh	AGP1-GFP MLPCN	BCLXL inh	VLA-4 inh	Yeast superoxide	MEX-5 binding	CIT2 TOR yeast
O=C(CSc1n[nH]c(-c2cccnc2)n1)OC1CCCCC1	8	0	4	98	7	-1	98	0.2	97
COc1cc(NC(=O)c2ccco2)c(OC)cc1NC(=O)Nc1ccc(Cl)cc1	6	1	3	111	7	14	120	-0.3	103
Cc1cc2oc(=O)cc(Cn3ccnc3)c2cc1O	x	0	x	100	x	-4	97	0.5	100
O=C(OCCCOC(=O)c1ccc(O)cc1)c1ccc(O)cc1	x	33	x	92	x	5	105	2.0	96
Cc1ccc(NC(=O)CN2C(=O)c3ccccc3C2=O)cc1	2	0	7	94	5	8	109	-0.8	100
COc1ccc2sc3ccccc3c(=O)c2c1	17	0	20	104	22	-5	89	-6.0	92
O=C(COC(=O)CNC(=O)c1ccccc1)Nc1nc(-c2ccccc2)cs1	-2	0	-12	103	0	0	94	-1.0	96
Cc1c(O)c2cccnc2[nH]c1=O	-7	18	-4	90	2	0	111	1.2	97
Cc1cc(C)cc(N(CCC#N)C(=O)COC(=O)CNC(=O)c2sc3ccccc3c2Cl)c1	9	0	-10	103	-3	33	102	0.1	105
CCCn1c(=O)c(C(=O)NC(C)c2ccccc2)c(O)c2ccccc21 (stereo not given)	8	0	7	105	6	6	112	1.5	100
O=C(c1ccccc1)c1ccccc1C(=O)N1CCCC1	2	0	2	100	3	9	96	0.2	97
CCOc1ccc(C(=S)N2CCCC2)c(OCC)c1	5	0	10	102	4	-14	103	-1.3	102
COc1ccc(S(=O)(=O)N2CCCCCC2)cc1C(=O)Nc1ccc(C)cn1	4	4	-4	105	5	12	88	0.8	95
C[C@H](NC(=O)CCC1CCC(=O)N1)c1ccccc1 (stereo not given in full)	3	0	0	97	7	3	104	1.1	107
C/C(CC(=O)Nc1cc(Cl)ccc1C)=N\NC(=O)C(=O)N1CCCC1	-5	0	-1	99	3	-4	103	-1.9	106
COCCN(C(=S)Nc1ccc(OC)cc1)C1CCN(C(C)=O)CC1	-2	0	6	105	0	10	112	-0.4	97
O=C(OCC1OC2OC3(CCCCC3)OC2C2OC3(CCCCC3)OC12)c1ccccc1 (stereo not given)	1	0	-4	101	-2	13	110	1.0	104
ClC1(Cl)CC1CSc1nnc(-c2ccncc2)o1 (stereo not given)	2	5	9	97	2	10	110	-0.6	113
CS(=O)(=O)NCCCCCCNS(C)(=O)=O	1	5	2	u	1	-1	100	-1.7	u
O=C(Cn1ccccc1=O)c1ccc(Cl)cc1	1	2	12	100	10	8	88	0.6	96
COC(=O)c1cccc(NC(=O)Nc2ccc(Cl)cc2)c1	9	2	8	109	3	-4	96	-0.9	96
S=c1[nH]nc(NCCCN2CCOCC2)s1	3	0	-1	31	-4	5	106	1.6	104
C=CCn1c(SCC(=O)Nc2cccc(C)c2)nnc1-c1cnccn1	-1	1	0	101	1	-4	127	1.3	84
COc1ccccc1CNC(=O)/C=C/c1ccc(S(=O)(=O)N2CCOCC2)cc1	-2	1	-4	92	-1	0	94	0.5	90
COC(=O)c1ccc(C(C(=O)NC2CCCCC2)N(CCc2ccccc2)C(=O)Cc2cccs2)cc1 (stereo not given)	4	0	7	99	5	28	100	-2.9	98
Cc1ccc(C(=O)NC(C)C2CC3CCC2C3)cc1 (stereo not given)	1	2	8	98	8	-13	82	-0.1	90
CN(C)/C=C/c1onc(-c2c(Cl)cccc2Cl)c1C#N	-4	4	-14	102	1	-12	88	-1.3	98
CCN1CCN(Cc2ccc(NC(=O)c3ccc(C)c(NC(=O)c4c[nH]c5cc(C(F)(F)F)ccc5c4=O)c3)cc2C(F)(F)F)CC1	8	x	1	x	2	x	x	4.5	x
CC1CCCCN1C(=O)CCS(=O)(=O)Cc1ccccc1 (stereo not given)	2	2	9	96	2	-5	93	-0.9	93
CC1=NNC(=O)C1C(c1ccccc1)C1C(=O)NN=C1C (stereo not given)	-2	4	-6	98	1	-2	102	-12	97
CCOc1cc(C(=O)O)ccc1OCCOc1ccccc1	6	2	5	97	9	-5	106	-2.2	101
COc1ccc(NS(=O)(=O)c2ccc(S(=O)(=O)N3CCCC3)cc2)cc1Cl	5	0	0	101	3	21	108	2.2	103
CCCS(=O)(=O)N1CCC(C(=O)N2CCc3ccccc3C2)CC1	-5	3	5	99	4	10	101	-2.0	106
COc1ccc2cc(/C=N/NC(=O)CN(c3ccccc3)S(=O)(=O)c3ccccc3)c(Cl)nc2c1	-2	0	-7	107	-1	-8	102	-3.2	108
C/C(=N\NC(N)=S)C1(C)CCCCC1	4	5	-1	98	2	-3	106	-1.2	103
CCOC(=O)N1CCC(NC(=O)C2CCN(C(=O)c3cc4oc(C)cc4n3Cc3c(F)cccc3Cl)CC2)CC1	0	0	-2	101	1	5	112	-1.0	101
CC(C)c1csc(CN2CCC(N3CCC(C(=O)NCC4CCCO4)CC3)CC2)n1 (stereo not given)	1	0	6	97	10	0	94	-1.5	95
COc1ccc(/C=N/n2c(C)nnc2C)c(OC)c1	5	0	7	112	8	0	97	-1.8	110
O=C(Cc1ccccc1Cl)N1CCN(c2ncccn2)CC1	-8	0	-8	82	-5	13	129	1.2	56
CCOC(=O)COc1ccc2c(c1)C(=O)CC1(CCN(C(C)=O)CC1)O2	1	1	2	98	-3	7	96	-3.8	98
CC(=O)N1CCc2cc(S(=O)(=O)NCCC(=O)N3CCN(c4ccccn4)CC3)ccc21	-2	3	4	108	5	3	96	-0.3	105
CS(=O)(=O)Nc1ccc(C2=NN(S(C)(=O)=O)C(c3ccc4nccnc4c3)C2)cc1 (stereo not given)	-1	0	-8	96	2	6	91	0.9	106
COc1ccc2c(c1)c1ncn(Cc3ccc(F)cc3)c(=O)c1n2C	12	0	7	105	4	18	99	0.0	92
Cc1oc(-c2cccc(Cl)c2)nc1CN1CCC(C(=O)NCCCN2CCCC2=O)CC1	11	0	-2	93	-3	0	120	-0.7	93
CCOc1ccc(N2CC(C(=O)Nc3ccc(S(=O)(=O)N4CCCC4)cc3)CC2=O)cc1 (stereo not given)	-1	1	11	98	3	-16	101	-1.4	110
COC(C(=O)Nc1ccnn1C1CCN(Cc2cnn(C(C)C)c2)CC1)c1ccccc1 (stereo not given)	1	0	-10	101	0	2	110	-0.1	105
Clc1cccc(/C=N/Nc2nnc(Cl)c3ccccc23)c1	-2	0	0	92	0	0	104	1.8	93
Cn1c(O)c(C2=c3ccccc3=NC2=O)[nH]c1=S	3	0	26	104	12	17	105	-0.9	103
COC(=O)c1ccccc1NC(=O)CCC(=O)N1CC(C)Oc2ccc(C)cc21 (stereo not given)	7	0	5	107	6	-1	85	1.3	111
Cc1ccc(CNS(=O)(=O)c2c(C)[nH]c(C)c2C(=O)N2CCCCC2)cc1	-3	6	4	100	4	18	98	0.5	99
N/C(COc1cccc(C(F)(F)F)c1)=N\NC(=O)c1cccnc1Oc1ccccc1	6	0	4	99	1	3	111	-1.3	79
O=C(NC(=S)NNC(=O)c1ccco1)c1ccc(F)cc1	-4	0	6	u	5	12	193	1.0	u
CCOC(=O)CSc1nc(C)c(CC)c(C)c1C(N)=O	1	0	1	105	12	11	90	-0.4	92
CC(C1CC1)N(Cc1ccccc1)C(=O)NC(=O)c1cccc(F)c1 (stereo not given)	-3	4	5	102	8	1	93	0.4	102
O=C(Nc1cccc(F)c1)C1CCN(c2nnnn2-c2ccccc2)CC1	3	0	-3	91	-1	-6	98	-0.8	73
COc1cc(/C=C/C(=O)OC(C)C(=O)Nc2ccc(Cl)cn2)ccc1OC(F)F (stereo not given)	2	0	x	98	x	0	82	x	86

Screening results deposited in PubChem by several laboratories.
